Assay outcomes from PubChem.
DT40 TDP1 no CPT – qHTS for Inhibitors of human tyrosyl-DNA phosphodiesterase 1 (TDP1): qHTS in cells in absence of CPT | Potency, µM (series often up to 46.2 µM), inactives show at the highest dose activity change, negative = growth inhibition, actives largely listed as inhibitors | 420,000 compounds, 15% hits | DT40 Tdp1-/- hTDP1 cells, no CPT, ATP luminescence, 48 h; also: nearly all actives have a fitted effect of over 55% in size
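Readout: luminescence from CellTiter-Glo after 30 min in the dark at RT. Cells: DT40 Tdp1-/- with stable hTDP1, 400/well. Exposure: compounds alone, ≥48 hr, 37 °C.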
KAT2A inh – qHTS Assay for Inhibitors of GCN5L2 | GCN5L2 HAT assay, ThioGlo1 CoA-SH fluorescence | 390,000 compounds, 0.21% hits | Potency, µM (doses to about 58.9 µM), for the others: at the highest dose activity change, negative = inhibition, usual class: inhibitors | Histone acetyltransferase KAT2A (Homo sapiens), Q92830
Target sequence (Q92830 whole entry, looked up): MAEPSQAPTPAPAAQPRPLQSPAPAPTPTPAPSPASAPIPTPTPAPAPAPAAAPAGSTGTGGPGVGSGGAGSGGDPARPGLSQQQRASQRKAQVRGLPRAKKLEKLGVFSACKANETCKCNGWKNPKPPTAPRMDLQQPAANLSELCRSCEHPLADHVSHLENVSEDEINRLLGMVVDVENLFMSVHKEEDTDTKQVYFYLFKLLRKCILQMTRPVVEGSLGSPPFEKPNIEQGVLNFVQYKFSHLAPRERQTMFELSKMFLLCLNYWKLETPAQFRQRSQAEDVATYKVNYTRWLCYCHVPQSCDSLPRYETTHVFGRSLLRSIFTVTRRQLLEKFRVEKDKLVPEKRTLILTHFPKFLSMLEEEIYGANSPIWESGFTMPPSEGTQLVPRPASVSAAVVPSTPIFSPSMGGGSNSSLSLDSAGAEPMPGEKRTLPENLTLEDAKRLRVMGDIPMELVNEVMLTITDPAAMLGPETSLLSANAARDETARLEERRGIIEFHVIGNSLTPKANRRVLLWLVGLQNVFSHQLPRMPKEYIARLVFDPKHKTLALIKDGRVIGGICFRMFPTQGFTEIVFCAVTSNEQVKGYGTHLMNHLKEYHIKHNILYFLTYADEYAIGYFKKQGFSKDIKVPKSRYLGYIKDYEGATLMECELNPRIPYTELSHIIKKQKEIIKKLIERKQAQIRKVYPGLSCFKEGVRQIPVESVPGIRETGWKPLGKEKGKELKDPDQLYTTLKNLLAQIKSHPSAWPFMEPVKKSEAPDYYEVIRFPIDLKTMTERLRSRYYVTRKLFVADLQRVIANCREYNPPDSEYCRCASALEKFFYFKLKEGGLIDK
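Preincubate 20nM GCN5L2 with compound 15 min, RT → add 50uM ThioGlo1 + 75uM H3(1-25) + 70uM acetyl-CoA → read fluorescence 0 and 20 min. Primary qHTS; fluorescent artifacts likely.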
DT40 TDP1 CPT – qHTS for Inhibitors of human tyrosyl-DNA phosphodiesterase 1 (TDP1): qHTS in cells in presence of CPT; chicken DT40 Tdp1-/-;hTDP1 cells + 20 nM CPT, ATP luminescence, 48 h; Potency, µM (titrated, usually from 46.2 µM), for the others: top-dose activity change, negative = growth inhibition, most hits filed as inhibitors; 420,000 compounds, 12% hits; AID 686979, 2013; also: nearly all actives have a fitted effect of over 55% in size
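Chicken DT40 Tdp1-/- cells stably complemented with human TDP1 were seeded at 400 cells/well in medium containing 20 nM camptothecin, exposed to pin-transferred compounds, and grown at 37 °C for at least 48 hr. Viability was read as ATP luminescence.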
Numbers without * were called inactive; ? = inconclusive; . = no result given; & = joins results of further samples; [ ] = remark or other dose. Calls follow the shape of the dose curve; as a rule, active = well fitted curve in the direction sought with a large enough effect; inconclusive = small, poorly fitted or top-dose-only effect, or another doubt; inactive = no such curve, though single readings can be large; an effect the other way counts as inactive or inconclusive. % is scaled to controls: 0 for no effect and ±100 for the full control effect; potency is read from the fitted curve at half-maximal effect.

SMILES | DT40 TDP1 no CPT | KAT2A inh | DT40 TDP1 CPT
CCOc1ccc(NC(=O)COc2cccc3c2CCN(Cc2cccnc2)C3=O)cc1 | ? | -9% | ?
CSc1nnc2c(n1)c(C)nn2-c1ccc(C)cc1 | -7% | 0% | -8%
COc1ccc(C(=O)Nn2c(C)nc3ccccc3c2=O)cc1OC | 6% | 1% | -6%
CC(=O)OC[C@@H]1CN(Cc2ccccc2)C[C@H](n2cnc3c(NC4CCCC4)ncnc32)O1 | -29% | . | ?
CCOC(=O)c1cc(-c2nnc(SCC(=O)Nc3ccc(F)cc3)o2)c(C)nc1C | ? | -8% | ?
Cc1ccn2c(Nc3ccc4c(c3)OCCO4)c(-c3ccc(C)s3)nc2c1 | -9% | -29% | -14%
Cn1c(=O)c(C(N)=S)cn(-c2ccccc2)c1=O | -5% | -3% | -4%
COc1ccccc1N1CCN(C(=O)CSc2ccc3c(C)cc(C)nc3n2)CC1 | ? | -10% | ?
COC(=O)c1cc(NC(=O)CN2C(=O)CSC2=O)ccc1Cl | 1% | 0% | 1%
CN1CCN(C(=O)C2=C[C@H](c3ccc(C(F)(F)F)cc3)C[C@H](OCCCCO)O2)CC1 | 2% | . | -5%
CCc1nnc(NC(=O)CSc2ccc(-c3ccc(-n4cccn4)cc3)nn2)s1 | -17% | 0% | -19%
CC(C(=O)Nc1ncc2c(n1)CC(C)(C)CC2=O)N1C(=O)c2ccccc2C1=O (stereo not given) | -3% | -4% | 4%
CC(=O)Nc1c(C)nn(-c2ccccc2)c1N1CCC(C(=O)NCc2cccc(F)c2)CC1 | -20% | -7% | -11%
CC1=C(C(=O)OCc2ccccc2)C(c2ccc(Cl)cc2)NC(=O)N1CCCCCC(=O)O (stereo not given) | 4% | -7% | -3%
CC(=O)c1cccc(NC(=O)c2nccnc2C(=O)O)c1 | -9% | -5% | -3%
COc1ccc2nc(NC(=O)c3c(C)noc3C)sc2c1 | 9% | 3% | -9%
N=c1c2c3c(sc2nc2n1CCCCC2)CCCC3 | ? | -1% | ?
CCn1c2ccccc2c2cc(NS(=O)(=O)c3ccccc3C)ccc21 | 21µM* | -22% | ?
CC1CC(C)(C)CC2(C1)NC(=O)N(CC(=O)OCC(=O)Nc1cc(S(=O)(=O)N3CCCCC3)ccc1Cl)C2=O (stereo not given) | 0% | . | 2%
CCOc1cc(/C=C2\C(=O)NN(c3ccccc3)C2=O)cc([N+](=O)[O-])c1O | -12% | -8% | 0%
O=C1NC[C@H](CCCCN2CCN(CCC3CCCCC3)C(=O)C2=O)N(CCc2ccc(O)cc2)C1=O | -4% | . | -20%
C=CCOc1ccc(/C=C2\C(=N)N3N=C(S(=O)(=O)CC)SC3=NC2=O)cc1OC | 24% | -3% | -2%
COc1ccc(C(=O)NCCNc2nc3cc(C)cc(C)c3cc2C#N)c(OC)c1 | ? | . | ?
CN1CCC(=NNC(=O)C(=O)NC2CCCCC2)CC1 | -13% | -4%[0.501 µM] | -6%
CC(C)CCn1c(NCCN(C)C)nc2c1c(=O)[nH]c(=O)n2C | ? | -1% | -8%
The list goes on:
SMILES | DT40 TDP1 no CPT | KAT2A inh | DT40 TDP1 CPT
Cc1c(-c2ccccc2)oc2c(C(=O)OCC(=O)Nc3cccc(F)c3)cccc2c1=O | ? | -2% | ?
COC(=O)COc1ccc(S(=O)(=O)N2CCOCC2)cc1C | -8% | -6% | -26%
CCn1cc(C(=O)NCCCOC)c(=O)c2cc(S(=O)(=O)N3CCC(C)CC3)ccc21 | -24% | -5% | -1%
COc1ccccc1CNC(=O)c1cc2sccc2n1C | -29% | -4% | -24%
Nc1nc(NCc2ccco2)nc(N2CCCCCC2)c1[N+](=O)[O-] | 16µM* | -1% | 21µM*
Cc1ccc2nc(CSc3nnc(Cc4cccs4)n3C3CCCCC3)cc(=O)n2c1 | ? | -14% | -14%
Cc1ccc(S(=O)(=O)Cn2nnnc2C(CC(C)C)N2CCN(c3ccc(F)cc3)CC2)cc1 (stereo not given) | -26% | -9% | -17%
Cc1ccc(Cl)cc1NC(=S)N1CCC(c2ccccc2)C1 (stereo not given) | ? | 0% | 4%
OCc1nc2ccccc2n1CCOc1ccccc1 | ? | . | 6%
O=C(c1ccc(Cl)c(F)c1F)N1CCCC1 | 5% | 2% | -3%
CCCC12CN3CC(CCC)(CN(C1)C3c1ccc(OCc3ccccc3)cc1)C2=O (stereo not given) | ? | -2% | ?
Cc1ccc(S(=O)(=O)N2CCCCC2)cc1NC(=O)CSc1nnc(C2CC2)n1C | -18% | -3% | -20%
Nc1nc(COC(=O)C2CCN(C(=O)c3ccc(Cl)cc3)CC2)nc(Nc2ccccc2)n1 | -14% | -5% | -8%
CC1(C)CC(=O)C([C@H]2C3=C(CC(C)(C)CC3=O)Oc3ccccc32)C(=O)C1 | 0% | -14%[0.501 µM] | -3%
COc1cc(/C=C2\C=Cc3ccccc32)cc(OC)c1OC | 16µM* | . | ?
O=C(NCc1ccco1)c1ccc2c(c1)C(=O)N(Cc1ccccc1)C2=O | -7% | -3% | -2%
CC(=O)Nc1ccc2nc(C)n(Cc3ccc(Cl)cc3)c(=O)c2c1 | ? | 0% | -27%
CC(O)c1ccc(OCCN(C)c2ccccn2)cc1 (stereo not given) | -6% | -9% | 5%
Cc1nc(C(F)(F)F)c(C(=O)NC(=O)Nc2ccccc2)s1 | -19% | -11% | -2%
Cc1ccc(/C=N/NC(=O)CSc2nc3ccccc3n2Cc2ccccc2)o1 | ? | -6% | -24%
COc1ccccc1CCNC(=O)CCCn1nc(C)c2c(C)n(-c3ccc(C)cc3)nc2c1=O | ? | -15% | ?
CCc1nnc(NC(=O)CN2CCN(c3nc(-c4ccccc4)cs3)CC2)s1 | ? | -9% | -22%
O=C(COC(=O)CCC(=O)c1cccs1)NC1CCCCC1 | 20% | -4% | 0%
O=C(Nc1ccc(N2CCOCC2)c(S(=O)(=O)Nc2ccc(Cl)cc2)c1)c1cnccn1 | 18µM* | -21% | 16µM*
CC/C(=N\NC(=O)OC)c1ccc(OC(F)F)cc1 | 1% | -6% | -8%

Two compounds picked at random from those above:
SMILES | DT40 TDP1 no CPT | KAT2A inh | DT40 TDP1 CPT
Cc1ccc(Cl)cc1NC(=S)N1CCC(c2ccccc2)C1 (stereo not given) | ? | 0% | 4%
CCn1cc(C(=O)NCCCOC)c(=O)c2cc(S(=O)(=O)N3CCC(C)CC3)ccc21 | -24% | -5% | -1%

Following part
SMILES | DT40 TDP1 no CPT | KAT2A inh | DT40 TDP1 CPT
COc1ccc(C2CC(c3ccc(F)cc3)Nc3nc(N)nn32)cc1 (stereo not given) | -8% | 2% | 1%
CCN(c1ccccc1)S(=O)(=O)c1ccc(OC)c(OC)c1 | -15% | 2% | -3%
O=C1C2CC=CCC2C(=O)N1c1ccc(OCC(O)Cn2nnc3ccccc32)cc1 (stereo not given) | 23µM* | -4% | ?
CCN(CC(=O)NCc1ccc(F)cc1)C(=O)CN1CCN(c2ccc(OC)cc2)CC1 | -23% | -3% | -5%
CCc1ccc(C(=O)N/N=C/c2cccc3ccccc23)nc1 | ? | -1% | -25%
COC(=O)[C@@H](NC(=O)c1cc(COc2cncc(Cl)c2)on1)c1ccccc1 | -11% | 5% | -30%
Cc1cc(NC(=O)c2ccccc2)n(C(C)(C)C)n1 | 1% | -4% | 5%
COc1ccc2[nH]c(=O)c(CN(CCN(C)C)C(=O)NCc3ccccc3)cc2c1 | -19% | 0% | -12%
C[C@H](O)[C@H](O)[C@H]1CNc2nc(N)[nH]c(=O)c2N1 | 1%&-4% | -26% | ?
O=C(OCCOCCO)c1ccccc1Nc1cccc(C(F)(F)F)c1 | ? | -5%[21.4 µM] | ?
Cc1nc(/N=C(\N)NC(=O)c2ccccc2)nc2ccccc12 | ? | -7% | 29µM*
CCN(C(=O)C(NS(=O)(=O)c1cccc2nsnc12)c1ccccc1)c1ccccc1 (stereo not given) | 23µM* | -6% | ?
COc1ccc(NC(=O)c2c(NCc3cccc(F)c3)sc3c2CCC3)c(OC)c1 | 10µM* | -3% | 13µM*
CCCN(Cc1cccs1)C(=O)Nc1cc(Cl)c(OC)cc1OC | ? | -13% | ?
O=C(N[C@H]1CCC(=O)N([C@H](CSc2ccc(Br)cc2)Cc2ccccc2)CC1)OCc1ccccc1 | 18µM* | -9% | ?
O=C1C(O)CCN1Cc1ccccc1 (stereo not given) | -11% | . | -14%
Cc1nn(-c2cc(N3CCNCC3)ccc2[N+](=O)[O-])c(=O)c2ccccc12 | 0% | -7% | -10%
CCc1ccc(S(=O)(=O)Nc2ccc3[nH]c(=O)sc3c2)cc1 | ? | 1% | ?
COc1ccc(/C=C2/SC(=O)N(NS(=O)(=O)c3ccccc3)C2=S)cc1OC | -14% | -23% | -19%
COc1ccc(C(=O)c2ccc(Cl)cc2Cl)cc1 | ? | -5% | -27%
CCOc1cccc(-c2nnc(SCC(=O)Nc3cc(C)ccc3OC)n2N)c1 | ? | ? | -23%
Cc1c(Cl)cccc1NC(=S)N(CCCN1CCOCC1)Cc1ccco1 | -26% | -4% | ?
O=C(CCNS(=O)(=O)c1cccc2nsnc12)NCCC1=CCCCC1 | -17% | -4% | -2%
CCCNc1nc2c(c(=O)n(C)c(=O)n2C)n1CCc1ccccc1 | 7.1µM* | -9% | 5µM*
CC(=NCCc1c(C)[nH]c2ccc(OC(F)(F)F)cc12)C1=C(O)CC(c2ccccc2)CC1=O (stereo not given) | 3.3µM* | -16% | 4.6µM*
CCCc1c(C(=O)N/N=C/c2sccc2C)nnn1-c1nonc1N | 10% | 1% | 8%
Cc1cccc(NC(=S)NCc2ccc3c(c2)OCO3)c1 | -13% | -3% | 1%
CCO[C@H]1OC(C(N)=O)=C[C@@H](C(C)(C)C)[C@@H]1CCCO | 2% | . | -12%
Cc1cc2nc(SCC(=O)Nc3ccccc3C(=O)O)[nH]c2cc1C | 0% | 0% | -5%

In the list so far, these contain a Cl atom.
SMILES | DT40 TDP1 no CPT | KAT2A inh | DT40 TDP1 CPT
COC(=O)c1cc(NC(=O)CN2C(=O)CSC2=O)ccc1Cl | 1% | 0% | 1%
CC1=C(C(=O)OCc2ccccc2)C(c2ccc(Cl)cc2)NC(=O)N1CCCCCC(=O)O (stereo not given) | 4% | -7% | -3%
CC1CC(C)(C)CC2(C1)NC(=O)N(CC(=O)OCC(=O)Nc1cc(S(=O)(=O)N3CCCCC3)ccc1Cl)C2=O (stereo not given) | 0% | . | 2%
Cc1ccc(Cl)cc1NC(=S)N1CCC(c2ccccc2)C1 (stereo not given) | ? | 0% | 4%
O=C(c1ccc(Cl)c(F)c1F)N1CCCC1 | 5% | 2% | -3%
Nc1nc(COC(=O)C2CCN(C(=O)c3ccc(Cl)cc3)CC2)nc(Nc2ccccc2)n1 | -14% | -5% | -8%
CC(=O)Nc1ccc2nc(C)n(Cc3ccc(Cl)cc3)c(=O)c2c1 | ? | 0% | -27%
O=C(Nc1ccc(N2CCOCC2)c(S(=O)(=O)Nc2ccc(Cl)cc2)c1)c1cnccn1 | 18µM* | -21% | 16µM*
COC(=O)[C@@H](NC(=O)c1cc(COc2cncc(Cl)c2)on1)c1ccccc1 | -11% | 5% | -30%
CCCN(Cc1cccs1)C(=O)Nc1cc(Cl)c(OC)cc1OC | ? | -13% | ?
COc1ccc(C(=O)c2ccc(Cl)cc2Cl)cc1 | ? | -5% | -27%
Cc1c(Cl)cccc1NC(=S)N(CCCN1CCOCC1)Cc1ccco1 | -26% | -4% | ?
